Assay outcomes deposited in PubChem by several laboratories.
HTR5A ag: HTR5A agonists in luminescence cell assay, primary screen, counter-screen for OPRM1-OPRD1 heterodimer agonist project, full-deck HTS; 5-hydroxytryptamine receptor 5A (Homo sapiens), P47898; cell-based; activation, % at 9.3 µM; hit rate 0.61% among 340,000; in the data active = activation mostly above about 9.5%, no sharp cut-off; inactive = mostly below about 7.6%;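 note: 0% = cells with vehicle only and 100% = reference agonist; strong numbers were not always called active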
Target sequence (P47898 whole entry, looked up): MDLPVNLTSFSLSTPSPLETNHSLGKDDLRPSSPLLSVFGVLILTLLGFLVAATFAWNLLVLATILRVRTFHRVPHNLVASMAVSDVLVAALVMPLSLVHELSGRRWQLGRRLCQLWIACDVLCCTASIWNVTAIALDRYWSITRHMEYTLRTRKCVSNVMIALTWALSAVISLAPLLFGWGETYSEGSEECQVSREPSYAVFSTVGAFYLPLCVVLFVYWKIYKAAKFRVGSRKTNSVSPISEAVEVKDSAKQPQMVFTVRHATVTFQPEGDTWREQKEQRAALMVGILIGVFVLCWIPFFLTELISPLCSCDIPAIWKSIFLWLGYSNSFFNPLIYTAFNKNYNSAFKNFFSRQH
HTR5A inv ag: HTR5A inverse agonists in luminescence cell assay, primary screen, counter-screen for OPRM1-OPRD1 heterodimer inverse agonist project, full-deck HTS; inhibition, % at 9.3 µM; HTR5A cell line, inverse agonism; hit rate 0.083% among 340,000; AID 504634, 2011; 5-hydroxytryptamine receptor 5A (Homo sapiens), P47898; in the data active = inhibition mostly above about 23%, no sharp cut-off; inactive = mostly below about 18%;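 note: 0% = cells with DMSO and 100% = no-cell wells with DMSO; some compounds called inactive have numbers as strong as hits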
PKA-R1A act: activators of PKA-R1A holoenzyme, primary screen, biochemical, fluorescence polarization, Cy5-IP20, bovine R1A, mouse PKAc. hit rate 0.083% among 340,000. PKA-R1A dissociation; scaled: DMSO 0%, 113 µM cGMP 100%. activation, % at 11.4 µM. cAMP-dependent protein kinase type I-alpha regulatory subunit (Bos taurus) + …;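 active = percent activation above the mean of all tested compounds plus 3 SD, cut at about 19% in these data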;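 note: higher means more PKAc released from R1A so a rise in polarization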
Arrestin-AP2 inh: inhibitors of beta-arrestin/AP2 binding, primary screen, biochemical, GPCR trafficking, flow cytometry. beta-arrestin 1 C-terminal peptide binding to AP2 beta2-adaptin appendage (human). FITC-arrestin peptide / GST-AP2 beads; AP2 beta2 appendage carries R879A mutation. inhibition, % at 10 µM. hit rate 0.31% among 340,000. AID 504490, 2011;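 active = inhibition above a set limit, near 3 SD of compounds lacking own fluorescence, cut at about 54% in these data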;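 note: plate controls were DMSO wells for no effect and 5 µM unlabelled arrestin peptide for full effect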
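System: GST-tagged AP2 beta2-adaptin appendage (R879A) on 4 µm glutathione beads / Reagent: FITC-arrestin peptide, 50 nM / Detection: HyperCyt-sampled flow cytometry, FL1 channel, ex 488/em 535 nm / Timing: 12 min plus 1 h, RT / Buffer or medium: PBS plus Tween 20 (0.05%) and BSA (0.1%)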
MOR-DOR ag: agonists of OPRM1-OPRD1 heterodimerization, primary screen, cell-based, luminescence. cells. activation, % at 9.3 µM. hit rate 0.3% among 340,000. AID 504326, 2011; in the data active = activation above about 18%;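 note: 0% = vehicle-treated cells and 100% = reference agonist; values of inactives mirror those of a sister screen read the other way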
DAGLB inh: DAGLB lipase inhibitors, primary screen, biochemical, fluorescence, HTS; hit rate 0.059% among 340,000; HEK293T DAGLB membrane lysate, EnzChek fluorogenic substrate; inhibition, % at 5.17 µM; Diacylglycerol lipase-beta (Homo sapiens), Q8NCG7; in the data active = inhibition above about 34%;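 note: 0% = enzyme with vehicle and 100% = wells lacking enzyme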
Target sequence (Q8NCG7 whole entry, looked up): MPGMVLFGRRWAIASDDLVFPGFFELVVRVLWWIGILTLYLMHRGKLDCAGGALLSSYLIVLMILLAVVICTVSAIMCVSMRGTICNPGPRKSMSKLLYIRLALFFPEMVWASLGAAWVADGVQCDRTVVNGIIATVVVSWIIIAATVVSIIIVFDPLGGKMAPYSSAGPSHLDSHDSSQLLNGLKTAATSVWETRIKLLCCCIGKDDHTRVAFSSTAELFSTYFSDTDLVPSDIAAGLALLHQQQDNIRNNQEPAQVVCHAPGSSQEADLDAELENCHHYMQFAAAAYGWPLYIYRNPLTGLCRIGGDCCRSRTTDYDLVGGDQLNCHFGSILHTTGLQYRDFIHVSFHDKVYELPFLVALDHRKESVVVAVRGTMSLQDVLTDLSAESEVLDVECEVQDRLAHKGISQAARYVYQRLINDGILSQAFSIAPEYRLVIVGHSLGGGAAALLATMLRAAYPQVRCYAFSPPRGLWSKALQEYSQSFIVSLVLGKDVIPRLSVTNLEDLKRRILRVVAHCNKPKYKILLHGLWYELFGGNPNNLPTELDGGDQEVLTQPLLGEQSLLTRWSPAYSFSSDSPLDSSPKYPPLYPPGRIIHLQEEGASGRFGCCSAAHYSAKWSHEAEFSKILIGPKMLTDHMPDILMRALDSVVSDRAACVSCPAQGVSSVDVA
PKA-R2B activ: activators of PKA-R2B holoenzyme, primary screen, biochemical, fluorescence polarization, Cy5-IP20, human; hit rate 0.079% among 340,000; cAMP-dependent protein kinase catalytic subunit beta (Homo sapiens) + cAMP-dependent …; activation, % at 11.4 µM; PKA-R2B holoenzyme dissociation; R2B truncated from residue 108, S112A mutant; 0% DMSO only, 100% 113 µM cGMP;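 active = activation above a cutoff set at the mean over all compounds plus 3 SD, cut at about 18% in these data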;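 note: higher means more holoenzyme dissociation and a rise in polarization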
MOR-DOR inv ag: inverse agonists of MOR-DOR heterodimerization, primary screen, cell-based, luminescence; Mu-type opioid receptor (Homo sapiens) + Delta-type opioid receptor (Homo sapiens), …; inhibition, % at 9.3 µM; cell-based MOR-DOR heterodimer luminescence, inverse agonism; hit rate 0.21% among 340,000; AID 504357, 2011; in the data active = inhibition above about 22%, passing the limit was not always enough;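 note: 0% = cells with DMSO and 100% = wells without cells with DMSO; values of inactives mirror those of a sister screen read the other way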
DSG3 Ab inh: inhibitors of pemphigus antibody binding to DSG3, primary screen, biochemical, bead-based, flow cytometry, scFv-GFP; DSG3-coupled beads, scFv-anti-DSG3-GFP binding; stronger effect = lower value; binding (percent of control), % at 10 µM; hit rate 0.48% among 310,000;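 active = binding more than 3 SD below its plate's average and above zero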; note: some compounds called inactive have numbers as strong as hits
V-ATPase pHluor: regulators of yeast V-ATPase proton pumping, primary screen, pHLuorin cytosolic pH fluorescence | hit rate 0.37% among 350,000 | S. cerevisiae | response, % at 10 µM; in the data active = response mostly above about 7.3%, no sharp cut-off; inactive = mostly below about 5.4%; note: actives read high; inactives centre near 0; some compounds called inactive have numbers as strong as hits; reference of the scale not given here
Starred values were filed as active, the others as inactive; · = no result given. Outcome played no part in choosing rows; about 2.4% have a hit in one of these screens.

SMILES,HTR5A ag,HTR5A inv ag,PKA-R1A act,Arrestin-AP2 inh,MOR-DOR ag,DAGLB inh,PKA-R2B activ,MOR-DOR inv ag,DSG3 Ab inh,V-ATPase pHluor
CN(C)C(=S)Nc1ccc(S(=O)(=O)N2CCCCC2)cc1,-0.2,0.6,2.9,28.6,-1.9,-1.7,-0.7,9.3,·,-1.3
CCOC(=O)c1cnc2ccc(OC)cc2c1Nc1ccc2c(c1)OCCO2,6.0,-21.1,-10.3,14.5,2.4,-2.8,-10.9,-13.0,99.7,-4.7
COC1(c2cc(-c3ccccc3)nc(N)n2)CCCCC1,2.5,-23.7,-5.3,-7.0,9.2,-3.2,-9.6,-50.0,106.9,-9.2
COc1ccc(O)c(CN2CCCC(N3CCN(c4ccccc4OC)CC3)C2)c1 (configuration not stated),0.2,-0.4,4.6,34.8,-2.5,-0.6,-12.9,12.7,107.1,10.9
CC1=C(C(=O)NCc2ccc(Cl)cc2)C2(CCC(C)CC2)OC1=O (configuration not stated),0.7,-2.0,-8.4,-8.4,3.1,-4.7,-2.0,-15.3,99.0,0.7
COCCNC(=O)CCSc1nc(-c2ccc(OC)cc2)cc(C(F)(F)F)n1,3.5,-12.4,-10.8,-2.1,1.6,-1.0,-4.1,-8.7,92.0,1.5
Cc1nn(C)cc1C(=O)Nc1ccccc1Br,-1.1,-15.1,-2.6,20.5,-1.5,0.0,5.3,8.3,120.7,1.6
Cc1ccc(C)c(S(=O)(=O)NCc2ccc(C(=O)N3CC(C)OC(C)C3)cc2)c1 (configuration not stated),-2.6,9.7,2.8,8.0,0.9,-0.4,-6.2,-4.7,108.3,-2.1
Cc1nn2c(CN(C(=O)CN3CCOCC3)c3ccccc3)nnc2c2ccccc12,3.0,12.3,-4.5,-3.3,-1.4,0.8,0.4,8.9,91.4,-1.5
COC(=O)c1[nH]c2c(c1C)C(=O)CC(c1ccccc1)C2 (configuration not stated),0.6,-5.8,-4.5,-0.3,-3.1,-0.3,-4.6,17.6,97.9,-1.2
CN(CC1CCCO1)S(=O)(=O)c1ccc(C(=O)Nc2ccccc2F)cc1 (configuration not stated),2.2,-5.7,6.7,49.1,-2.6,-1.5,4.3,10.7,107.7,1.1
CC(C)C[C@H](NC(=O)C1CCN(S(=O)(=O)c2ccccc2)CC1)C(=O)NCc1ccccn1,2.2,16.2,-0.1,7.6,-3.2,-0.8,10.4,17.5,·,2.0
N/C(=N\OS(=O)(=O)c1ccc(Br)cc1)c1ccncc1,-0.3,0.6,2.3,-3.3,-0.9,-0.1,2.1,4.1,104.8,-1.1
N#C/C(=C\c1ccc(Sc2nc3ccccc3[nH]2)o1)c1ccccc1,-6.6,15.8,-5.3,-3.6,0.4,-4.7,-3.2,-1.8,·,-1.3
COc1cccc(NCc2cc(=O)oc3cc(C)c(O)cc23)c1,-4.4,15.6,-3.8,-10.1,-4.3,3.5,-2.1,19.5,102.2,1.7
Cc1ccc(-c2cc(C(=O)NCc3ccccn3)c3ccccc3n2)cc1,10.1,-28.5,-3.3,7.6,-1.1,-1.4,-15.1,6.2,102.8,15.3
O=C(O)Cn1c(=O)c2cccn2c2ccccc21,-2.2,7.9,-16.6,-2.7,-3.3,-2.1,-2.7,15.0,86.1,0.2
CCOc1cc(/C=C2\SC(=S)N(NS(=O)(=O)c3ccc(C)cc3)C2=O)ccc1O,-2.5,-2.5,1.7,53.2,-1.7,5.8,-4.9,8.8,102.0,-4.2
C(=N\N1CCOCC1)/c1nc(-c2ccccc2)n2ccccc12,1.3,-5.6,-2.8,23.7,-2.7,-1.0,2.8,12.1,·,-1.5
Cc1noc(NS(=O)(=O)c2ccc(NC(=O)c3nn(-c4ccccc4)ccc3=O)cc2)c1C,-3.1,12.5,-11.0,-2.8,-2.5,1.6,1.1,13.0,101.3,3.3
O=C(NC1CCCCCC1)c1cc(-c2ccccn2)nc2ccccc12,-1.2,3.3,-4.0,9.5,0.4,1.5,2.4,-2.9,95.1,-0.7
CCOCCCNC(=S)N1CCCC(c2nc3ccc(C)cc3[nH]2)C1 (configuration not stated),-0.3,-20.4,4.6,19.9,-3.1,-1.1,-12.5,16.4,93.4,-3.3
COc1cc(S(=O)(=O)n2ccc(C)n2)ccc1Cl,0.6,14.8,-0.6,2.9,-0.3,1.4,-2.5,1.9,119.0,-4.7
CCOc1c2ccc(C(=O)NC3CCCc4ccccc43)cc2nn1C (configuration not stated),2.7,-7.0,6.3,-3.6,-1.1,1.6,0.7,6.2,102.6,-1.6
CCc1ccc(N2CC(C(=O)NCc3ccc4c(c3)OCO4)CC2=O)cc1 (configuration not stated),-3.0,-20.0,0.6,0.4,0.1,-2.1,-10.2,-0.8,103.0,-0.3
Cc1ccc(Nc2c(-c3ccco3)nc3nc(C)cc(C)n23)cc1,-0.2,0.5,3.1,5.3,0.8,4.3,5.9,-5.3,139.4,-0.8
CCC(=O)NNc1nc2c(Cl)cccc2s1,3.5,7.3,-1.8,-0.5,-2.8,1.7,-3.4,14.0,105.5,-3.6
COc1cc(C(=O)Nc2sc3c(c2C(=O)O)CCC(C)C3)cc(OC)c1OC (configuration not stated),-0.5,1.9,5.1,24.5,-2.8,-5.2,-4.2,15.2,90.4,1.2
C[C@H](CO)N1C[C@H](C)[C@@H](CN(C)Cc2ccc(Oc3ccccc3)cc2)Oc2c(NC(=O)C3CC3)cccc2C1=O,2.2,-6.8,-3.7,1.2,3.7,2.0,1.5,-21.0,105.8,5.5
COC(=O)c1ccc(CN(C(=O)N2CCN(C)CC2)S(=O)(=O)c2ccc(C)cc2)cc1,-0.5,-7.2,-2.5,16.4,0.0,-0.6,-1.8,0.0,95.6,4.9
O=C(Nn1c(O)c(C=C2N=c3ccccc3=N2)sc1=S)c1cccc(Cl)c1,-3.4,10.9,-16.9,14.1,-1.2,6.7,-4.2,6.6,88.4,4.9
CCn1cc(C(=O)NCc2ccc3c(c2)OCO3)c(=O)c2cc(S(=O)(=O)N(C)C)ccc21,0.3,-0.7,-2.7,-1.2,-2.0,1.1,-13.2,10.6,100.9,-1.5

The closing 2 compounds of the part above are carried over, then new ones follow:
SMILES,HTR5A ag,HTR5A inv ag,PKA-R1A act,Arrestin-AP2 inh,MOR-DOR ag,DAGLB inh,PKA-R2B activ,MOR-DOR inv ag,DSG3 Ab inh,V-ATPase pHluor
O=C(Nn1c(O)c(C=C2N=c3ccccc3=N2)sc1=S)c1cccc(Cl)c1,-3.4,10.9,-16.9,14.1,-1.2,6.7,-4.2,6.6,88.4,4.9
CCn1cc(C(=O)NCc2ccc3c(c2)OCO3)c(=O)c2cc(S(=O)(=O)N(C)C)ccc21,0.3,-0.7,-2.7,-1.2,-2.0,1.1,-13.2,10.6,100.9,-1.5
O=S(=O)(Nc1cccc(-n2cnnn2)c1)c1cnc(Cl)c(Cl)c1,0.4,-1.5,-0.8,-7.2,-1.1,0.4,-0.8,5.9,97.0,-1.3
CCc1nn(CC(=O)N2CCC(C)CC2)c(=O)c2cccn12,-5.9,-22.5,-9.0,9.5,-1.5,2.1,-8.6,8.0,100.0,-0.9
CCC(CC)NC(=O)C1CC(=O)N(CCc2ccc(F)cc2)C1 (configuration not stated),-2.7,10.0,-4.8,1.0,-3.8,-4.1,-1.5,18.1,104.8,-1.0
Cc1nn(S(=O)(=O)N(C)C)c(C)c1CN1C(=O)c2ccccc2C1=O,13.9,1.6,2.4,-6.0,-2.4,0.6,-7.7,14.1,117.8,0.5
CCOC(=O)C1=C(N)Oc2cc(C)n(C)c(=O)c2C1c1ccncc1 (configuration not stated),1.6,14.6,2.6,24.2,-3.4,-1.2,-2.7,20.1,96.2,4.4
O=C(Nc1nc(-c2ccccc2)nc2ccccc12)c1ccc(F)cc1,4.6,-11.1,-8.1,45.1,-0.9,-2.9,-1.7,4.6,91.7,-2.6
CCOc1ccc(Nc2nc(Cc3nnc(SCC(=O)O)o3)cs2)cc1,-2.4,5.6,-9.5,1.1,1.2,8.9,-4.5,-7.4,99.6,0.3
CCOc1ccc(CCNC(=O)COC(=O)COc2ccc(C#N)cc2)cc1OCC,-0.8,23.4,-1.7,34.0,-0.7,-0.2,-6.9,2.8,97.6,1.9
O=S(=O)(Nc1cccnc1)c1cccnc1,1.1,-4.5,-8.8,8.6,-1.1,1.6,-9.1,5.7,98.3,-2.7
Cc1cc(NS(=O)(=O)c2ccccc2)n(-c2ccccc2)n1,1.4,-0.9,2.9,·,-3.1,3.8,-15.6,16.2,125.6,4.2
Cc1nc2nc[nH]n2c(=O)c1NC(=O)CCc1ccccc1,4.7,-21.4,0.2,-20.2,-1.2,0.9,0.6,5.1,119.7,-11.1
CN(C)c1ccc(/C=N/NC(=O)c2cccc(N3CCCC3=O)c2)cc1,-0.9,2.5,-7.0,0.0,-1.7,-0.6,-9.6,8.7,98.5,2.5
COc1ccc(NC(=O)Cn2ncc(Cl)c(Cl)c2=O)cc1S(=O)(=O)N1CCOCC1,-0.3,0.8,-12.5,13.0,-1.7,-0.7,-10.2,8.6,93.7,3.4
CC1CC(C)CN(C(=O)COC(=O)c2ccc(Cl)nc2)C1 (configuration not stated),1.3,-2.3,-3.6,52.5,-0.3,0.7,0.8,2.0,93.8,1.7
COc1ccccc1C(=O)Nc1ccc(S(=O)(=O)Nc2nccs2)cc1,1.5,-4.3,1.7,-9.2,-0.8,-1.3,7.7,4.1,114.2,-1.6
O=C(CSc1nnnn1-c1ccccc1)N1CCN(C(=O)c2ccco2)CC1,2.1,-7.7,-11.6,9.1,0.1,-2.0,-0.9,-0.5,104.8,-0.4
Cc1nnc(SCC(=O)NNC(=O)COc2ccc(Br)cc2)n1C,1.3,-14.1,-1.9,1.0,-3.1,-1.9,-2.6,11.7,96.7,0.1
Cc1nc2ccccc2nc1OCc1ccc([N+](=O)[O-])cc1,-1.5,4.2,-4.2,1.3,-2.9,-0.9,-7.5,16.4,105.0,-0.7
C#CCOCCOCCOCCNc1nc(N2CCN(C(=O)CCCCCCCCCCNC(=O)[C@H]([C@@H](C)CC)n3cc(CCCCCN)nn3)CC2)nc(N2CCN(C(=O)CCCCCCCCCCNC(=O)[C@@H]([C@H](C)O)n3cc(C)nn3)CC2)n1,3.0,-20.7,5.2,3.2,9.1,-2.9,-15.2,-49.2,139.5,0.1
